KLF5 inh: inhibitors of KLF5 expression; DLD-1 KLF5 promoter-luciferase reporter, luminescence; inhibition, % at 5 µM; hit rate 0.23% among 290,000; AID 1700;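 active = inhibition above a per-plate limit of that plate's mean compound inhibition plus 3 SD, cut at about 60% in these data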;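 also: 0% = DMSO wells and 100% = LY294002 at 200 µM; higher means less KLF5 promoter-driven luciferase light; inactives centre near -14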
HSF1 activator: increases HSF-1 driven luciferase reporter signal. NIH3T3-HGL HSF-1 luciferase reporter, MG132, 8 h; 100% = twice DMSO control signal. hit rate 1.7% among 300,000. activation, % at 9 µM;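 active = mean replicate activation of at least 50% with a set share of replicates each reaching 50%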;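 also: 0% = median of the neutral control wells and 100% = twice that signal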
GSK3 alpha inh: blocks human GSK-3 alpha kinase | P49840 | ADP-Glo luminescence, 60 min | inhibition, % at 10 µM | hit rate 0.1% among 320,000 | AID 2650;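 in the data active = inhibition above about 50%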;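 also: GST-tagged GSK-3 alpha with peptide substrate and 25 µM ATP; 0% = DMSO neutral wells and 100% = GW8510 positive control wells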
Target sequence (P49840 whole entry, looked up): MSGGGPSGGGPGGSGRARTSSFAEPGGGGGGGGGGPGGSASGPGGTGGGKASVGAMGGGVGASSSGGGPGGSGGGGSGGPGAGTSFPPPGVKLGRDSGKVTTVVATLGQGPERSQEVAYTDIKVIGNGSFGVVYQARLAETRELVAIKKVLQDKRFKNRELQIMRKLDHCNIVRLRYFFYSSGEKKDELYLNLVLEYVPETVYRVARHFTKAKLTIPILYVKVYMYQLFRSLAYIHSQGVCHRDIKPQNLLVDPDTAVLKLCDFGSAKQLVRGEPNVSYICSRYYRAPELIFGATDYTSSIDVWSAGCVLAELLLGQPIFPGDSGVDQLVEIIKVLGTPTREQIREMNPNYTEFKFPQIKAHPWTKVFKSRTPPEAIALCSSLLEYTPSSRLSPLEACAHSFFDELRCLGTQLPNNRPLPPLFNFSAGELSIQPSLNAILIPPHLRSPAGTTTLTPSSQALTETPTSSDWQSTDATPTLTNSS
IEC-6 tox: counter-screen for KLF5 inhibitors: cytotoxicity in IEC-6 cells; AID 1825; hit rate 0.78% among 290,000; inhibition, % at 5 µM; IEC-6 cytotoxicity, luminescence viability; in the data active = inhibition above about 22%;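 also: 0% = plate median of test compound wells and 100% = cytotoxic reference compound wells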
Platelet DG rel: modulates dense granule release in human platelets | human platelet-rich plasma, SFLLRN dense granule ATP release, luminescence | inhibition, %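 (compounds screened at 7.5 µM in platelet-rich plasma)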 | hit rate 0.22% among 300,000 | AID 1663;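 active = mean replicate score, as percent of positive control, at or above 50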
HSP90 inh: blocks HSP90-mediated luciferase refolding in reticulocyte lysate; Rabbit reticulocyte lysate, luciferase refolding luminescence, 3 h; inhibition, % at 5.6 µM; hit rate 0.91% among 290,000;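 active = inhibition above the screen-wide mean plus 3 SD, computed separately per campaign, cut at about 16% in these data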;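 also: 0% = DMSO wells and 100% = 60 µM geldanamycin wells; inhibitors lower the luminescence because luciferase stays unfolded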
aSyn 5UTR inh: MLPCN primary screen, SNCA 5' untranslated region. inhibition, % (tested at 7.5 µM). AID 1813. hit rate 0.82% among 300,000. alpha-synuclein 5'UTR reporter, inhibitor activity; in the data active = inhibition above about 60%;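 also: H4 neuroglioblastoma cells stably carrying SNCA 5'UTR luciferase fusion; 0% = DMSO wells and 100% = positive control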
HSF1 inhib: HSF1 inhibition | NIH3T3-HGL HSE-luciferase, MG132-induced, luminescence 8 h; active compounds read low | activity change, negative = inhibition, % at 7.5 µM (by protocol) | hit rate 0.77% among 300,000 | AID 2098;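 active = more than half of replicate wells show activity change below -50%, luminescence cut by over half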;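 also: luciferase reports HSF-1 transcriptional activity via heat shock element; 0% = median of DMSO wells and -100% = zero luminescence signal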
Dyrk1A ADPGlo: Dyrk1A (rat) kinase inhibition; inhibition, % at 12.5 µM; AID 504441; hit rate 0.43% among 310,000; Q63470; ADP-Glo luminescence, NFATc1 peptide; in the data active = inhibition above about 50%;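 also: plate controls were vehicle with enzyme for no effect and no enzyme for full effect; many of its hits are not listed in these tables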
GSK3beta inhib: blocks human GSK3beta kinase activity. hit rate 0.038% among 300,000. AID 2097. GST-GSK3beta kinase, ADP-Glo luminescence, 60 min; active compounds read low. activity score (negative = inhibition), % at 10 µM. P49841;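 active = more than half of replicate wells score below -50%, meaning over 50% inhibition versus plate controls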;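 also: 0% = median DMSO wells and -100% = median GW8510 positive control wells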
Target sequence (P49841 whole entry, looked up): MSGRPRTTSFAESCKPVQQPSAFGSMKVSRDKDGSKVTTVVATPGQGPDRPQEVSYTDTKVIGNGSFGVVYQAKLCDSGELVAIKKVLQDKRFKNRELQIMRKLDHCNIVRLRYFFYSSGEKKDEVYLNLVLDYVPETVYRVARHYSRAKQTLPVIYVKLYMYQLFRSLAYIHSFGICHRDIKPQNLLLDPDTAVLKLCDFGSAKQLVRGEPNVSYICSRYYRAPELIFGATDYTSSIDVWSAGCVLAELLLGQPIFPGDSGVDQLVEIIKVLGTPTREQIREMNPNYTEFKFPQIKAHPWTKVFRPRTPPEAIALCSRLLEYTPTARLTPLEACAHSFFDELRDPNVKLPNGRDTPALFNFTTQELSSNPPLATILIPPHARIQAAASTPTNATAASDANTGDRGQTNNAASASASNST
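Test system: GST-tagged human GSK3beta kinase, cell-free; evaluation: activity score scaled between in-plate DMSO and GW8510 controls; measured by: ADP-Glo luminescence; incubation: 60 min reaction, RT; benchmarks: DMSO and 20 µM GW8510; reagent: peptide substrate plus 25 µM ATP (final); medium: Tris/MgCl2 kinase buffer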
Active calls of the source: *; nt = no result given. This is a subset; count on the stated rates, not on these rows.

SMILES	KLF5 inh	HSF1 activator	GSK3 alpha inh	IEC-6 tox	Platelet DG rel	HSP90 inh	aSyn 5UTR inh	HSF1 inhib	Dyrk1A ADPGlo	GSK3beta inhib
NS(=O)(=O)c1ccc(CCNC(=O)CC(NC(=O)c2ccccc2Cl)c2ccccc2)cc1 (stereo not drawn)	7	-3	-3	0	1	2	14	3	-8	-3
CCCc1ccc2oc(C(=O)N(C)Cc3cnccn3)c(C)c2c1	-49	10	2	-1	-9	-1	-73	15	-5	-2
COc1ccc(C2/C=C\CN(Cc3ccncc3)CC(=O)N2Cc2ccc(F)cc2)cc1 (stereo not drawn)	nt	nt	-3	nt	-4	nt	-9	-2	-4	3
CCOC(=O)C1CCCN(Cc2ccc(OCc3ccccc3)cc2)C1 (stereo not drawn)	-67	13	-3	-2	-3	0	-33	-3	0	0
N#CC1=C(N)N2C(=C(C#N)C1c1ccc(Br)cc1)Nc1ccccc12 (stereo not drawn)	-22	-9	2	5	2	-1	22	6	nt	-3
CCC(CC)c1nnc(NC(=O)c2nn(C)c(=O)c3ccccc23)s1	8	0	0	10	-5	2	-7	2	3	-3
O=C(CC(Nc1ccc(Cl)cc1)C(=O)O)c1ccccc1 (stereo not drawn)	-20	12	-3	0	4	-3	-69	24	-3	3
CC(C)Sc1nc2[nH]ncc2c(=O)[nH]1	-32	11	nt	4	-5	6	-6	-3	2	1
O=C1CCCN1c1ccc(S(=O)(=O)Nc2cccnc2)cc1	-21	-12	-1	1	1	-1	0	7	-5	-5
CC(=O)Nc1nnc(COc2ccc(Cl)cc2)s1	-79	14	-2	2	1	-1	-109	19	1	-3
CCCc1ccc(-c2cc(NC(=O)CSc3n[nH]c(N)n3)n(-c3ccccc3)n2)cc1	-69	28	1	-2	-1	-5	-141	11	0	-2
CCCn1c(SCC(=O)N2CCCCC2)nnc1-c1ccco1	-11	-37	-2	-7	3	-3	-10	-18	-1	0
CCOc1cc(/C=C2\C(=N)N3N=C(CC)SC3=NC2=O)ccc1OCCOc1ccc(NC(C)=O)cc1	-20	-5	0	-2	-1	1	9	-12	-2	-6
O=C(NC1CCCCCC1)C1CCN(C(=O)c2cccc(Cl)c2)CC1	-13	5	-1	-1	20	-1	9	-1	-4	1
C/C(=N\NC(=O)CNC(=O)c1cccs1)c1ccc(Cl)c(Cl)c1	-22	5	-1	-2	-7	-2	4	-4	6	-1
OCCNCc1cc(Br)ccc1OCc1ccc(F)cc1	-27	23	1	0	-2	4	1	0	-1	0
Cc1oc(-c2cc(Cl)cc(Cl)c2)cc1C(=O)NCCc1ccccc1	-17	7	-2	1	-4	-5	-12	9	-4	0
O=C(O)Cc1ccc2c(c1)N(S(=O)(=O)c1cccs1)CC(C(=O)O)O2 (stereo not drawn)	-25	1	-2	-6	-16	-5	-4	-3	6	-2
O=C(CCn1c(=S)oc2ccccc21)NC1CCCCC1	-14	-40	0	1	3	1	-10	-24	3	-2
C/C(=N\O)c1ccc2[nH]ccc2c1	-39	19	2	2	-9	0	-36	9	17	0

Overlap with the part before: 4 entries, then new ones.
SMILES	KLF5 inh	HSF1 activator	GSK3 alpha inh	IEC-6 tox	Platelet DG rel	HSP90 inh	aSyn 5UTR inh	HSF1 inhib	Dyrk1A ADPGlo	GSK3beta inhib
Cc1oc(-c2cc(Cl)cc(Cl)c2)cc1C(=O)NCCc1ccccc1	-17	7	-2	1	-4	-5	-12	9	-4	0
O=C(O)Cc1ccc2c(c1)N(S(=O)(=O)c1cccs1)CC(C(=O)O)O2 (stereo not drawn)	-25	1	-2	-6	-16	-5	-4	-3	6	-2
O=C(CCn1c(=S)oc2ccccc21)NC1CCCCC1	-14	-40	0	1	3	1	-10	-24	3	-2
C/C(=N\O)c1ccc2[nH]ccc2c1	-39	19	2	2	-9	0	-36	9	17	0
COc1ccc(/C=C2\SC(=S)N(CCCC(=O)N3CCOCC3)C2=O)cc1OC	-6	-5	-1	-2	7	0	5	1	-5	11
Cc1ccc(N(C(=O)c2csnn2)C(C(=O)NC(C)(C)C)c2ccccn2)cc1 (stereo not drawn)	-10	14	-2	-4	-7	-1	-39	21	5	0
COCCCNC(=O)CN(c1cc(Cl)ccc1OC)S(C)(=O)=O	-3	-3	-1	-4	-4	-3	8	-3	-3	-1
COc1cccc(S(=O)(=O)NCc2ccc3c(c2)OCO3)c1	-27	10	-1	3	9	5	11	4	0	30
Cc1nc2[nH]onc2c2nccc(=O)c12	-36	-23	-4	-4	-2	7	-1	-1	2	2
CCOC(=O)c1csc(NC(=O)CCSc2ccccc2)n1	-27	nt	-1	-1	1	-1	-7	nt	0	0
CC(=O)Nc1ccc(Nc2c3ccccc3nc3ccccc23)cc1	19	15	2	95*	-5	2	60	15	6	-2
NS(=O)(=O)c1ccc(NCc2cc(Cl)ccc2OCc2ccc(F)cc2)cc1	3	15	-3	-3	1	-3	15	10	2	-12
C#Cc1cccc(NC(=O)CSc2nnc(-c3ccc(C(F)(F)F)cn3)o2)c1	-92	-2	-1	0	15	1	-124	6	5	1
CC(=O)c1ccc(OCc2cc(C(=O)N3CCC(c4ccncc4)CC3)no2)cc1	-20	-2	-5	4	-3	-2	-9	-3	nt	1
CNCCCCOc1ccc(C(C)(C)C)cc1Cl	-22	16	2	6	6	-3	-22	2	0	-5
O=C(Nc1ccc(F)cc1)Nc1ccc2c(c1)CCC2	-175	26	-1	0	-11	-4	-120	6	nt	1
Cc1ccccc1OCCNc1cc(N2CC(C)NC(C)C2)ccc1[N+](=O)[O-] (stereo not drawn)	-7	22	3	13	-5	3	-37	7	4	-1
COC(=O)c1[nH]c2cccc(OC)c2c1NC(=O)CCN1CCSCC1	-5	5	-4	-6	-25	-1	-23	-2	-2	-1
COC(CNC(=O)c1ccc2c(c1)nc(C)n2-c1cccc(F)c1)OC	-13	11	-1	-1	-4	-3	18	-2	13	3
COc1ccc(C)cc1-n1cnnn1	-36	-4	1	1	-1	-3	2	-7	-6	8
Cc1nn(C)c(C)c1NC(=O)CCSc1nc(-c2ccco2)cc(C(F)(F)F)n1	4	-5	0	0	-1	1	-13	-5	3	2
COc1cccc(CNC(=O)Cn2c(=O)n(CCC(=O)N3CCCCC3)c(=O)c3sccc32)c1	-24	7	-1	-5	0	-5	-5	-2	-4	2
CCOC(=O)N1CCN(C(=O)Nc2sc3nc4n(c(=O)c3c2C)CCC(C)CC4)CC1 (stereo not drawn)	-2	3	2	2	12	-1	-11	28	2	2
Cn1c(=O)[nH]c(=O)c2c1nc(N1CCOCC1)n2CCSc1nc2ccccc2[nH]1	6	-19	-2	2	-7	8	6	-1	4	0
Fc1ccc(/C=N/N2CCCCC2)c(F)c1	-5	29	-4	-4	5	4	4	3	-2	1
Cc1cccc(NC(=O)CN2CCCN(S(=O)(=O)c3ccc(Br)s3)CC2)c1	-18	-8	0	-2	0	2	8	8	-4	1
O=C(O)/C=C/c1ccc(S(=O)(=O)Nc2ccc(C(=O)NCC(=O)O)cc2)cc1	-13	1	-2	3	28	-1	6	-6	0	2
Cc1occc1C(=O)N/N=C/c1c[nH]c2ccccc12	-49	37	-3	4	17	5	-135	39	1	nt
Cn1c(NCc2ccccc2O)nc2ccccc21	-84	37	-3	8	9	3	-272	34	-5	3
COc1ccc(-n2c(N)c(C(=O)NCC3CCCO3)sc2=S)cc1 (stereo not drawn)	-3	16	13	1	-8	-3	12	-2	1	2
C=C(C)COc1ccc(-c2nc(N)nc(C)c2Oc2ccccc2OC)c(O)c1	-9	10	-2	2	-2	6	-7	4	-3	-2
Cc1cccc(CN2CCN(C(=O)CCl)CC2)c1	-13	-7	-2	-3	-4	2	-17	-4	-2	0
COc1ccccc1NC(=S)NCCc1ccc(S(N)(=O)=O)cc1	-11	nt	1	-1	-16	0	nt	nt	-4	-4
COc1ccc2[nH]c(=O)c(CN(C(=O)c3ccncc3)C(C)(C)C)cc2c1	-5	0	0	4	0	2	21	4	-1	0
COc1ccccc1-n1c(SCC(=O)NC(C)(C)C)nnc1-c1ccco1	-21	4	-2	2	-9	1	-6	5	9	-3
COCCN(C(=O)CCC(=O)Nc1ccccn1)C(C(=O)NC(C)C)c1ccc(C)cc1 (stereo not drawn)	-6	2	-1	-5	-6	-1	3	3	-2	2
CCOC(=O)c1c(NC(=O)COc2ccc3ccc(=O)oc3c2)sc(C(=O)N(C)C)c1C	-13	9	13	5	0	4	-9	1	-2	2
CCN(Cc1ccncc1)C(=S)Nc1ccccc1	-17	9	0	-1	1	9	0	12	-5	2
COc1ccc(C(=O)c2sc(NC(C)C)nc2N)cc1OC	-5	nt	91*	-5	nt	-1	nt	nt	2	nt
CCN(CC)S(=O)(=O)c1cccc(-c2nnc(SCc3nc4ccccc4s3)o2)c1	-9	62*	-3	6	-2	1	-113	40	9	-1
COc1cccc(NC(=O)Nc2cccc(C(=O)O)c2)c1	76*	-41	-1	-4	7	77*	41	-32	18	-2
CCOC(=O)N1CCN(C(=O)c2ccc(OC)c(S(=O)(=O)N3CCOCC3)c2)CC1	-35	10	2	-3	-4	-4	4	-7	nt	2

Full records, looked up by structure. Screens in order: KLF5 inh	HSF1 activator	GSK3 alpha inh	IEC-6 tox	Platelet DG rel	HSP90 inh	aSyn 5UTR inh	HSF1 inhib	Dyrk1A ADPGlo	GSK3beta inhib
Entry for COc1cccc(NC(=O)Nc2cccc(C(=O)O)c2)c1 → 76*	-41	-1	-4	7	77*	41	-32	18	-2
Entry for COCCN(C(=O)CCC(=O)Nc1ccccn1)C(C(=O)NC(C)C)c1ccc(C)cc1 (stereo not drawn) → -6	2	-1	-5	-6	-1	3	3	-2	2

Assay outcomes as filed in PubChem.
